E-sel inducer = induces E-selectin expression in human endothelial cells; activation, % at 7.58 µM; P16581; HUVEC E-selectin immunofluorescence imaging; normalized: neutral wells 0, TNF-alpha wells 100; 260,000 compounds, 0.37% hits;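 active = mean E-selectin-positive cell signal at least 10% of the positive control, reached in at least 60% of replicates, without over 20% cell loss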;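 note: in these data hits start at about 27%; measured in HUVEC primary endothelial cells; signal is the percent of cells scored E-selectin positive by PE staining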
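System: HUVEC / Compound: single concentration / Signal: immunofluorescence imaging / Read-out: percent E-selectin-positive cells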
S100A4 inh HTS = inhibitors of human S100A4 binding to myosin IIA peptide | inhibition, % at 10.7 µM | P26447 | S100A4/TAMRA-MyoIIA peptide fluorescence polarization | 360,000 compounds, 0.14% hits;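 active = mean inhibition of at least 70% across replicates, with every replicate also reaching that level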
Target sequence (P26447 whole entry, looked up): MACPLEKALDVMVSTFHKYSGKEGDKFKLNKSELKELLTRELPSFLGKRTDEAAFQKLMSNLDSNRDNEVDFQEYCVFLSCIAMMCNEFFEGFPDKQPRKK
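Material: S100A4 monomer protein | Medium: HEPES pH 7.2 with CaCl2, KCl, NaCl, DTT, Triton | Reagent: Labelled myosin peptide probe, 5 nM | Doses: One dose per compound | Times: 5 min incubation before reading | Benchmarks: Neutral control DMSO, positive control TFP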
RAD54 branch = blocks human RAD54 Holliday junction branch migration. inhibition, % at 10.4 µM. FAM/BHQ fluorescence. 360,000 compounds, 0.14% hits. Q92698. AID 602329;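 active = mean normalized replicate activity at least 40 and at least half of replicates scoring 40 or more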;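 note: 0% = median of neutral control wells and 100% = median of positive control wells; inhibitors cause a drop in the FAM fluorescence signal; in these data hits start at about 50%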
Target sequence (Q92698 whole entry, looked up): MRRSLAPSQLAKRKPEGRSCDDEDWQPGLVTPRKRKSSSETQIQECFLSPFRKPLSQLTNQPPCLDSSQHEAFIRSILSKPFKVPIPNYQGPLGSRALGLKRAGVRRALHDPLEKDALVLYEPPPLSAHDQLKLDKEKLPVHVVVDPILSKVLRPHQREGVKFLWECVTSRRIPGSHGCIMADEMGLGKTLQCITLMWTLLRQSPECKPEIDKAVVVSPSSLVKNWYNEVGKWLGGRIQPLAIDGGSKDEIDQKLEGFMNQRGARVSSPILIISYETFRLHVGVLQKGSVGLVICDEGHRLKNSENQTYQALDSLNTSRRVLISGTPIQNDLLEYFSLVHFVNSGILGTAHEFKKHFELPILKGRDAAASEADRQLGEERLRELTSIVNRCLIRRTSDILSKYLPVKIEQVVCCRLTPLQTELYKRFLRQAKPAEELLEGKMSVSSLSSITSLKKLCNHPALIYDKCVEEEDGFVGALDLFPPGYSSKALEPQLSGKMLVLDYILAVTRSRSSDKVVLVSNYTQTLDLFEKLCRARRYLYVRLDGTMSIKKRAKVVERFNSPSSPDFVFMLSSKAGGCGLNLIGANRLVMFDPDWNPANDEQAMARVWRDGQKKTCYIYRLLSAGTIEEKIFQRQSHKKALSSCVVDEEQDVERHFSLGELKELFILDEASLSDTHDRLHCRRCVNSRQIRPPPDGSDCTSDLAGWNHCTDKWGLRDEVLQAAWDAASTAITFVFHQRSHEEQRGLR
FN deposition inh = fibronectin deposition inhibition; AH1F fibroblasts, Alexa488-fibronectin deposition fluorescence, overnight; inhibition, % at 12.6 µM; 350,000 compounds, 0.086% hits; AID 743247;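 active = mean inhibition across replicates of 30% or more, regardless of how many single replicates reach that level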;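 note: positive control wells lacked labelled fibronectin entirely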
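Measured by – fluorescence 485/525 nm · System – AH1F fibroblast monolayer, labelled fibronectin deposition · Amount – 10000 cells per well · Buffer or medium – serum-reduced DMEM (2% serum) · Doses – single dose, pinned · Also added – fluorescent fibronectin at 24 nM final · Schedule – 1 h cell attachment, overnight exposure to compound and label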
RAD52 inh = blocks human RAD52 DNA annealing | recombinant RAD52 DNA annealing, FRET fluorescence | inhibition, % at 18.7 µM | 360,000 compounds, 0.46% hits | AID 651710;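 active = every replicate showing at least 50% inhibition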
EWS-Fli block = EWS/Fli transcriptional activity inhibition. A673 NR0B1-luciferase reporter, viability-normalised. AID 651661. inhibition, % at 12.6 µM. 350,000 compounds, 0.67% hits;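 active = mean inhibition of at least 50% after viability correction, with every replicate also passing that limit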;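 note: firefly luciferase signal divided by Alamar Blue viability fluorescence both relative to DMSO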
esBAF inh = inhibitors of esBAF chromatin remodeling in mouse ES cells; Bmi1-luciferase knock-in reporter, 24 h; 100% = twice the neutral-well signal; reporter increase, % at 12.5 µM; 350,000 compounds, 2% hits; AID 602393; in the data active = activation above about 40%;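 note: 0% = median of the plate's neutral control wells and 100% = double that signal; a rise in the Bmi1 reporter signal indicates esBAF inhibition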
XiGFP reactiv = reactivates the inactive X chromosome in mouse fibroblasts | AID 743238 | 360,000 compounds, 0.055% hits | activation, % at 7.58 µM | XiGFP mouse fibroblasts, % GFP-positive cells imaging, 3 d; cells co-treated with 5-aza-dC sensitizer; scaled so ellipticine positive control = 100%;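 active = mean normalized replicate activation at least 10% and every replicate at or above 10%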;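 note: 0% = median of on-plate neutral control wells and 100% = ellipticine 6 µM median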
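System: 68-5-11 XiGFP fibroblast line | Buffer or medium: DMEM containing 5-aza-dC | Compound: Single point | Times: Compounds 3 days, fix/stain 15 min at room temperature | Benchmarks: Positive control ellipticine, 6 µM final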
The depositor's hits bear a star; nt = not tested or not shown; & = joins results of further samples.

Structure	E-sel inducer	S100A4 inh HTS	RAD54 branch	FN deposition inh	RAD52 inh	EWS-Fli block	esBAF inh	XiGFP reactiv
O=S(=O)(c1ccc(F)cc1)N1CCCCN2[C@H](CO)[C@@H](c3ccc(C#CC4CC4)cc3)[C@H]2C1	-0.2	6	-4	nt	-29	5	-4	0.1
Cc1ccc(C(=O)c2c3ccc(C(F)(F)F)cc3nn2CCC(N)=O)cc1	0.1	4	2	-14	-12	-15	6	0.0
C[C@@H]1CN([C@@H](C)CO)C(=O)c2cc(C#Cc3ccccc3F)cnc2O[C@@H]1CN(C)C(=O)C1CCC1	-0.2	3	1	nt	11	28	1	1.3
COc1ccc(NC(=O)Nc2nnc(-c3ccco3)s2)cc1	0.7	5	1	-1	-26	-102	30	0.0
CC(=O)OCC(=O)C1=CCC2C3CCC4=CC(=O)C=CC4(C)C3(F)C(OC(C)=O)CC12C (stereo not given)	nt	-1	10	2	-5	14	3	0.0
c1nc(SSc2ncnc3nc[nH]c23)c2[nH]cnc2n1	nt	0	nt	-2	-5	8	nt	0.0
Cc1cccn2c(CN[C@H]3CCCCNC3=O)c(C(=O)N3CCOCC3)nc12	nt	-5	5	2	4	5	-9	0.0
COc1cccc(NC(=O)COC(=O)C2CCN(S(=O)(=O)c3cccs3)CC2)c1	-0.7	-32	8	9	-9	3	-2	0.0
C[C@H]1CCCCO[C@H](CN(C)Cc2ccccc2)[C@@H](C)CN([C@@H](C)CO)C(=O)c2cc(NC(=O)CCC(F)(F)F)ccc2O1	-0.1&0.4	3	6	7&-9	-14	-5&5	-4&-5	0.2&0.0
N#C[C@H]1[C@H](c2ccccc2-c2ccccc2)[C@@H](CO)N1C(=O)Cc1ccncc1	0.0	-11	nt	-4	-5	-4	nt	0.1
CCOc1ccc2oc(C(=O)OCC(=O)NCc3ccc(OC)cc3)c(C)c2c1	0.2	-11	11	nt	-17	-4	10	0.4
CCC1CCCCN1CCCNC(=O)CN1C(=O)COc2ccc(S(=O)(=O)N3CCC(C)CC3)cc21 (stereo not given)	nt	-3	0	-3	0	2	4	0.0
COc1ccc(NC(=O)N(C)C[C@H]2Oc3ccc(NS(=O)(=O)c4cccs4)cc3CC(=O)N([C@H](C)CO)C[C@H]2C)cc1	0.0	nt	-7	-2	nt	-1	3	-0.1
COc1ccc(NC(=S)NCc2ccc3c(c2)cc(C)n3C)cc1	0.3	22	3	0	4	-13	7	-0.2
Cc1cc(C(=O)CCl)c(C)n1-c1c(C)n(C)n(-c2ccccc2)c1=O	-0.6	-2	nt	3	-13	-13	-6	0.1

Further records follow:
Structure	E-sel inducer	S100A4 inh HTS	RAD54 branch	FN deposition inh	RAD52 inh	EWS-Fli block	esBAF inh	XiGFP reactiv
COc1ccc(C(=O)C[n+]2ccc(N(C)C)cc2)cc1	-0.1	-2	nt	4	-14	-13	nt	0.1
Cc1ccc(C(=O)OCC2OC3OC(C)(C)OC3C2O)cc1 (stereo not given)	1.0	nt	-6	8	nt	nt	nt	0.6
C[C@H](CO)N1C[C@H](C)[C@H](CN(C)C(=O)Cc2ccncc2)Oc2cc(C#CC3CCCC3)ccc2S1(=O)=O	-4.6	-36	-4	-2	-16	10	5	-0.3
Cc1cc(NC(=O)Cc2ccccc2)ccc1NC(=O)c1cccs1	0.9	-2	nt	-9	-14	-13	nt	0.0
COc1ccc(-c2nc3ccccc3nc2-c2ccccc2)cc1	nt	2	1	nt	-1	-4	-1	0.0
C[C@@H]1CN([C@H](C)CO)C(=O)CCCn2nncc2CO[C@@H]1CN(C)C(=O)Nc1cccc(Oc2ccccn2)c1	-0.2	-43	-5	-1	4	-9	3	0.4
COc1ccc2c(CCNC(=O)/C=C/c3ccc(OC)c(OC)c3)c[nH]c2c1	0.2	9	2	-6	-11	-4	-1	-0.1
c1ccc(Nc2nc(-c3ccncc3)nc3ccccc23)cc1	nt	-3	2	8	-14	21	nt	-0.1
c1ccc(-c2nnnn2-c2ccccn2)cc1	-0.1	3	nt	7	-4	-5	5	0.4
COc1ccc(Cc2nnc(SCC(=O)Nc3ccc(C)c(C)c3)o2)cc1OC	nt	4	nt	8	3	-1	-6	0.1
Cc1ccc(C2=C(O)C(=O)C(c3ccc(C)cc3)=C(O)C2=O)cc1	-0.3	-1	nt	-5	-18	-26	nt	0.1
O=S(=O)(N[C@@H]1CC[C@@H](CCn2cc(-c3cccc(F)c3)nn2)O[C@H]1CO)c1ccc(Cl)cc1	-1.5	6	3	nt	5	0	7	-0.2
Cc1ccc(NC2CCCN(C(=O)c3ccccc3-c3ncc[nH]3)C2)cc1C (stereo not given)	0.2	-1	3	3	-9	1	4	0.0
CC1CC2=C(C(=O)O1)C(c1ccccc1)Nc1ccccc1N2 (stereo not given)	nt	21	nt	-1	-16	0	nt	0.2
CCCCn1c(N)c(N(CC(C)C)C(=O)Cc2ccc(S(=O)(=O)N3CCOCC3)s2)c(=O)[nH]c1=O	nt	-4	-68	-5	-206	10	-3	-0.1

Remaining list, next part.
Structure	E-sel inducer	S100A4 inh HTS	RAD54 branch	FN deposition inh	RAD52 inh	EWS-Fli block	esBAF inh	XiGFP reactiv
CN(C)c1ccc(/C=C(\NC(=O)c2ccccc2)C(=O)NCCCn2ccnc2)cc1	nt	-4	-13	-6	-11	2	1	0.3
Cc1ccc(CNC(=O)c2cc3c(=O)n(C)c4ccccc4c3n2C)cc1	-0.1	3	8	10	-15	0	-6	0.3
COc1ccccc1/C=N/NC(=O)CO	nt	6	nt	4	-20	11	nt	0.0
Cc1ccc(CN2CCN(/N=C/c3cccn3C)CC2)c(C)c1	nt	-3	nt	0	-2	4	nt	0.0
CC(C)C(NC(=O)c1ccccc1F)C(=O)OCC(=O)c1ccc(F)cc1 (stereo not given)	nt	-1	nt	0	-15	-3	12	0.0
Cc1ccc(S(=O)(=O)NC2(C(F)(F)F)NC(=O)N(CCc3ccccc3)C2=O)cc1 (stereo not given)	nt	13	5	2	-19	-6	1	0.0
CCCCn1c(N)c(N(CC(C)C)C(=O)c2oc3c(Cl)cccc3c2C)c(=O)[nH]c1=O	0.3	8	nt	6	-20	16	nt	0.1
O=C(Nc1ccc(NC(=O)c2cccs2)c(Cl)c1)c1cccs1	nt	4	11	-3	-11	-114	nt	0.1
Cc1noc(C)c1C(=O)N(C)C[C@@H]1OCc2ccccc2-c2c(n(C)c3ccccc23)C(=O)N([C@H](C)CO)C[C@@H]1C	-0.1	0	-5	-26	9	-1	4	-0.9
CCCCn1c(N)c(N(CCOC)C(=O)c2cc(-c3ccc(OC)cc3)nc3ccccc23)c(=O)[nH]c1=O	nt	-2	nt	-1	-8	2	-7	0.2
Cc1cc(C(=O)Nc2ccc3c(c2)C(=O)N(C)[C@H]2CC[C@H](CC(=O)O)O[C@H]2CO3)no1	1.0	nt	-12	9	nt	4	-3	0.1
CC(C)CC#Cc1cnc2c(c1)C(=O)N([C@H](C)CO)C[C@@H](C)[C@H](CN(C)C(=O)Nc1cccc(F)c1)O2	0.1	-1	2	nt	1	0	5	-0.3
COc1ccc(NC(=O)N(C)C[C@H]2OCCCC[C@@H](C)Oc3ccc(NC(=O)CCC(F)(F)F)cc3C(=O)N([C@H](C)CO)C[C@@H]2C)cc1	0.0	7	9	nt	-12	-19	-5	0.0
O=C(/C=C/c1ccco1)NCC(=O)N/N=C/c1ccccc1[N+](=O)[O-]	3.6	-1	nt	0	-18	-4	nt	0.1
CC(C)C[C@H]1COc2cc(NCc3ccc(Cl)c(Cl)c3)ccc2S(=O)(=O)N1	0.0	-11	nt	2	-12	6	nt	0.0

Quoted at random: two entries already listed, in no set order.
Structure	E-sel inducer	S100A4 inh HTS	RAD54 branch	FN deposition inh	RAD52 inh	EWS-Fli block	esBAF inh	XiGFP reactiv
CN(C)c1ccc(/C=C(\NC(=O)c2ccccc2)C(=O)NCCCn2ccnc2)cc1	nt	-4	-13	-6	-11	2	1	0.3
COc1ccccc1/C=N/NC(=O)CO	nt	6	nt	4	-20	11	nt	0.0

More records:
Structure	E-sel inducer	S100A4 inh HTS	RAD54 branch	FN deposition inh	RAD52 inh	EWS-Fli block	esBAF inh	XiGFP reactiv
COc1cc(OC)c2ccc(=O)oc2c1C(CCN1CCOCC1)c1ccc2c(c1)OCO2 (stereo not given)	nt	-5	-4	nt	-10	-4	-4	0.0
C[C@H](CO)N1C[C@H](C)[C@H](CN(C)S(=O)(=O)c2cn(C)cn2)Oc2ncc(C#Cc3ccc(F)cc3)cc2C1=O	0.0	-4	-3	-2	-2	0	5	0.3
COc1cccc(CN2CCCCN3[C@@H](CO)[C@H](c4ccc(C#Cc5cccnc5)cc4)[C@@H]3C2)c1	0.0	-23	-3	nt	17	6	-8	0.3
COc1ccc(NC(=O)CSc2ccccc2)cn1	nt	0	1	21	-17	-27	6	0.0
S=c1nc(C2CCCCC2)n(-c2ccccc2)[nH]1	nt	-1	nt	nt	-6	7	-7	0.0
O=C(NCCCN1CCOCC1)c1ccccc1N1C(=O)[C@@H]2Cc3c([nH]c4ccccc34)C(c3ccc(F)cc3)N2C1=O (stereo not given in full)	nt	-1	-1	nt	-21	14	14	nt
CC(OC1=CC(=O)CCC1)C(=O)c1ccccc1 (stereo not given)	1.6	nt	-11	0	nt	nt	-11	nt
Cc1cc(Br)ccc1NC(=O)CNC(=O)CN(C)C1CCS(=O)(=O)C1 (stereo not given)	0.1	22	8	6	-8	-3	nt	0.1
COc1ccc(S(=O)(=O)N2CCOCC2)cc1C(=O)N1CCCCCC1	nt	-3	-13	12	-9	9	nt	0.1
Clc1ccc(C(c2cccs2)N2CCNCC2)cc1 (stereo not given)	-0.2	-6	nt	3	-28	8	nt	0.0
CC(C)(C)c1ccc(C(=O)NCCC(=O)Nc2ccc(S(=O)(=O)Nc3nccs3)cc2)cc1	-0.1	2	1	-1	-55	5	1	0.1
CCOC(=O)c1ccc(NC(=O)C2CC(=O)N(c3ccc4c(c3)OCCO4)C2)cc1 (stereo not given)	nt	-1	-1	5	-4	-6	-6	0.1
O=C(CCC1CCCCC1)NCCN1C2=NC[C@H](Cc3ccc(O)cc3)N2C[C@H]1Cc1ccc(O)cc1	nt	0	0	-8	15	2	-5	0.0
Cc1ccc(CN(C)C[C@H]2OCc3cnnn3CCCC(=O)N([C@H](C)CO)C[C@@H]2C)cc1	3.0&0.0	5&-6	4	0&2	5&10	7&3&0	-9&0	0.0&0.0
